# TIM10 inh – growth inhibitors of isogenic TIM10 control yeast, primary screen, counter-screen for tim10-1 yeast inhibitor project, luminescence, uHTS | S. cerevisiae TIM10 strain growth, BacTiter-Glo luminescence, 24 h | inhibition, % at 10 µM | 1.4% of 330,000 active;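 active = inhibition of 40% or more at the single tested concentration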;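 also: wild-type TIM10 isogenic control strain grown at permissive 25 °C; 0% = DMSO yeast wells and 100% = minimal medium wells without yeast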
# APJ antagonist – antagonists of human apelin receptor APJ, primary screen, CHO-K1 cells, beta-arrestin complementation, luminescence. inhibition, % at 20 µM. 0.32% of 330,000 active. AID 2521, 2010;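 active = inhibition above about 40% at 20 µM, limit read from the data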;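 also: cells challenged with 10 nM apelin-13 agonist together with compound; plate controls were apelin-13 plus DMSO wells for no effect and DMSO wells lacking apelin-13 for full effect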
# Target sequence (P35414 whole entry, looked up): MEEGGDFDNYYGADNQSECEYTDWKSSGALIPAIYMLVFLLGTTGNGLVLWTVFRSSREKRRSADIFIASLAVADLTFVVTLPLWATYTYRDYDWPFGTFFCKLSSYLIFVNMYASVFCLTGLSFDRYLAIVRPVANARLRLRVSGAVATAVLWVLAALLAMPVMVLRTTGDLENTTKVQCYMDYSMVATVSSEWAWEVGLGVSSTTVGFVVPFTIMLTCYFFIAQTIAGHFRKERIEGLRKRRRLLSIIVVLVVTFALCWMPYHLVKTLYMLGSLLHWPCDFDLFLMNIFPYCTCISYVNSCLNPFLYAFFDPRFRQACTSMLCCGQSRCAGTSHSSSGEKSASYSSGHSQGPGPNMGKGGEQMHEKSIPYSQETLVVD
# CXCR6 block – CXCR6 receptor inhibitors, primary screen, cell-based, beta-arrestin, luminescence, CHO-K1 PathHunter, 1536-well. C-X-C chemokine receptor type 6 (Homo sapiens), O00574. inhibition, % at 20 µM. 0.36% of 360,000 active. AID 602244, 2012; in the data active = inhibition above about 34%, passing the limit was not always enough;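 also: antagonist mode with CXCL16 agonist at 10 nM final; 0% = 10 nM CXCL16 with DMSO and 100% = unstimulated wells without agonist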
# Target sequence (O00574 whole entry, looked up): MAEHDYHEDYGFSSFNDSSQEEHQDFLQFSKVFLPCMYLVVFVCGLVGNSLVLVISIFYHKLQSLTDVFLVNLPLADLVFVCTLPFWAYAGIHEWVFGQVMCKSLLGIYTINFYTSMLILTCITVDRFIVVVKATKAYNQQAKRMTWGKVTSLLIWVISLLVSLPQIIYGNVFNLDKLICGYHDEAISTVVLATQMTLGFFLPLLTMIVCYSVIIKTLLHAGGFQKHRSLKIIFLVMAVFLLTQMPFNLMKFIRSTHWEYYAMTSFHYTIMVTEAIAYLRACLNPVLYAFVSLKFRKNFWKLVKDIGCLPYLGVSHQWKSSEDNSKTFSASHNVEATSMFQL
# Mdm2 MdmX PPI – inhibitors of human Mdm2-MdmX association, primary screen, cell-based, luminescence, split luciferase, SaOS-2, uHTS. AID 485346, 2010. SaOS-2 split-luciferase Mdm2/MdmX complementation. Protein Mdm4 (Homo sapiens) + E3 ubiquitin-protein ligase Mdm2 (Homo sapiens), …. 3% of 330,000 active. inhibition, % at 8 µM;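 active = inhibition of at least 50% at 8 µM in the primary screen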
# tim10-1 inh – growth inhibitors of tim10-1 mutant yeast, primary screen, luminescence, uHTS; inhibition, % at 20 µM; S. cerevisiae tim10-1 ts strain growth, BacTiter-Glo, 24 h; 2.2% of 330,000 active;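 active = inhibition of at least 40%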;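 also: mutant grown at 25 °C; 0% = DMSO wells with yeast and 100% = wells holding no yeast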
# tim23-1 inh – growth inhibitors of tim23-1 mutant yeast, primary screen, luminescence, uHTS | inhibition, % at 20 µM | 1.3% of 330,000 active | AID 463212, 2010 | S. cerevisiae tim23-1 growth, BacTiter-Glo luminescence, 24 h;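 active = growth inhibition of the mutant yeast at or above 50%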;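 also: temperature-sensitive mutant grown at 25 °C; plate controls were DMSO-treated mutant yeast for no effect and medium wells lacking yeast for full effect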
# UPR CHOP act – activators of apoptotic CHOP UPR arm, primary screen, cell-based, CHO-CHOP luciferase reporter, luminescence, uHTS; UPR activation; percent of tunicamycin response over DMSO baseline; activation, % at 10 µM; 0.34% of 330,000 active; AID 449763, 2010;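 active = at 10 µM dose, activation of 40% or more, normalized to positive control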;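 also: 100% = tunicamycin at 10 µg/mL and 0% = DMSO alone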
#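 Test system: CHO CHOP reporter cells. Input: 500 CHO-CHOP cells per well. Medium: F12 with 10% FBS. Technique: luciferase luminescence. Measure: percent activation relative to tunicamycin control. Dosing: 10 µM compound, 0.5% DMSO. Timing: 16-18 h cell attachment, then 6 h compound exposure, 37 °C.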
# APJ agonist – agonists of human apelin receptor APJ, primary screen, CHO-K1 cells, PathHunter beta-arrestin, luminescence; P35414; 0% DMSO wells, 100% apelin; activation, % at 20 µM; 0.11% of 330,000 active; AID 2520, 2010;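 active = activation more than six SD over the plate average, tested at 20 µM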;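 also: 0% = DMSO alone and 100% = apelin-13 at 10 nM; some results filed as inactive read as strong as hits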
#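 Assay system – PathHunter CHO-K1 APJ (AGTRL-1) beta-arrestin reporter cells · Compound – one dose, 20 µM compound, 1% DMSO · Timing – compound 90 min 25 °C, reagent 1 h · Measured by – luminescence from split beta-galactosidase complementation, Galacton Star/Emerald II substrate · Measure – beta-arrestin recruitment to APJ as agonist activity, luminescent signal · Benchmarks – DMSO vs Apelin-13 10 nM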
# UPR XBP1 act – activators of adaptive XBP1 UPR arm, primary screen, cell-based, CHO-XBP1 luciferase reporter, luminescence, uHTS. IRE1-XBP1 UPR activation; percent of tunicamycin response, DMSO as zero. activation, % at 20 µM. 0.33% of 330,000 active;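 active = versus positive control, 20 µM dose yields 30% or more activation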;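 also: 100% = tunicamycin at 10 µg/mL and 0% = DMSO only wells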
#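 Assay system: IRE1-XBP1 luciferase reporter CHO line. Input: 1000 cells/well. Buffer or medium: F12 with 10% serum. Doses: 20 µM, 1% DMSO. Times: overnight seeding at 37 °C, 6 h compound treatment at 37 °C. Technique: Steady-Glo luciferase glow luminescence, 10 min after reagent addition.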
# * marks the source's active call; other numbers are inactive results; . = not tested or not shown. These rows are one share of the data. The share of hits here may be higher or lower than overall.
SMILES,TIM10 inh,APJ antagonist,CXCR6 block,Mdm2 MdmX PPI,tim10-1 inh,tim23-1 inh,UPR CHOP act,APJ agonist,UPR XBP1 act
COC(=O)[C@]1(Cc2ccccc2)N[C@H](CN(C)S(=O)(=O)c2ccc(-c3ccccc3)cc2)[C@@H]2C(=O)N(C)C(=O)[C@@H]21,7,3,-4,33,3,4,2.8,-2,-3
Cc1ccccc1NC(=O)OCCN1CCN(Cc2ccccc2)CCC1=O,4,9,-6,12,-3,0,-1.2,1,-2
CCC(CC)COC(=O)C(C#N)c1nc2ccccc2nc1N1CCN(CC)CC1 (stereo not drawn),16,5,10,44,-8,14,3.4,-6,4
CCCCOC(=O)Cc1c(O)c2ccccc2[nH]c1=O,-7,17,-6,13,-13,-9,0.0,-2,0
C[C@@H](NC(=O)c1nc[nH]c1C(=O)NCc1ccccc1)c1ccccc1,9,15,2,15,16,33,-1.6,-2,1
O=C(COC(=O)C1CC2C=CC1C2)Nc1ccccc1F (stereo not drawn),16,-2,-2,-1,19,8,3.0,-3,1
S=C(NCc1cccnc1)Nc1cccc2ccccc12,3,0,-1,27,13,2,0.2,-3,-3
Cc1cc(NC(=O)COC(=O)c2cccc(S(=O)(=O)N3CCOCC3)c2)no1,-10,-3,2,-19,20,3,-2.7,-1,1
O=C(O)/C=C/C(=O)Nc1ccc(-n2ccc(C(F)(F)F)n2)cc1,31,22,-6,-10,9,14,-1.4,-4,-2
COC(=O)c1ccc(C2C(C(=O)c3cc4ccccc4o3)=C(O)C(=O)N2CCCN(C)C)cc1 (stereo not drawn),0,12,-8,11,5,4,1.0,0,-3
COc1cccc(Nc2nc(N)c([N+](=O)[O-])c(NCc3ccccc3)n2)c1,18,-9,3,36,23,39,0.9,0,2
O=C(NCC1CCCO1)c1cccc(C(=O)NCC2CCCO2)c1 (stereo not drawn),-4,-17,3,-4,-5,1,1.1,-3,-3
O=C(O)c1ccc(NC(CSCc2ccc(F)cc2)C(=O)O)c([N+](=O)[O-])c1 (stereo not drawn),-1,38,16,-9,-6,-5,0.1,-7,-4
C[C@]12c3[nH]c4cc(-c5ccco5)ccc4c3CCN1C(=O)[C@@H](CC(=O)NCc1ccco1)C[C@@H]2C(=O)N1CCOCC1,-3,.,4,16,12,34,3.0,.,-2
O=C(c1cccs1)N(CC1CCCO1)c1nc(-c2ccccc2)cs1 (stereo not drawn),14,6,12,2,17,29,0.0,-3,2
Cc1nc(SCC(=O)O)c(C#N)c2c1CCCC2,4,-5,0,24,3,17,-1.5,-1,-3
O=C(NC(=S)NNC(=O)c1cc2ccccc2cc1O)c1ccco1,18,28,6,13,7,-18,1.6,3,2
COc1ccc(/C=C2\Oc3cc(OCC(=O)N4CCC[C@H]4C(=O)O)ccc3C2=O)cc1OC,6,10,12,-5,-1,-3,-1.2,-3,-2
O=[N+]([O-])c1ccc(NNC(=S)Nc2ccc(F)cc2)cc1,39,22,25,31,26,23,4.1,0,-3
COc1ccccc1NCCC(=O)OCC(=O)Nc1ccc(Cl)cn1,-8,3,-14,-8,2,3,0.1,0,1
Cc1ccc(Cl)c2c1=NC(=O)C=2c1[nH]c(=S)[nH]c1O,-57,41*,17,11,-3,11,-2.2,-8,-2
C/C(=N\N(Cc1ccccc1)c1ccccc1)c1cccnc1,14,12,2,-20,2,13,1.5,-3,-1
CN(C(=O)c1ccc(NC(=O)C2CCCN(C(=O)OC(C)(C)C)C2)cc1)C1CCCCC1 (stereo not drawn),10,9,-6,-1,11,24,2.0,-2,-1
O=C(Cc1c[nH]c2ccccc12)NCc1ccc(Cl)cc1Cl,29,-30,-3,-42,37,22,-1.6,-3,2
CCN(CC)S(=O)(=O)c1cccc(C(=O)N/N=C/c2c(C)nn(-c3ccccc3)c2Cl)c1,-35,-1,-15,-3,4,-31,3.2,0,7
O=S(=O)(c1ccc(-c2ccccc2)cc1)N1CCCC1,22,-16,-6,7,9,31,0.9,-3,-3
CC(C)Cn1c(N)c(/C=N/NC(=O)c2ccc(Cl)cc2)c(=O)n(C)c1=O,-1,-7,-1,7,6,-5,1.3,1,-1
O=C(O)c1ccc2c(c1)N(Cc1ccccc1F)C(=O)c1ccccc1S2=O (stereo not drawn),-2,15,-2,-9,-9,-11,1.6,2,-5
Cc1ccc(CNC(=O)c2ccccc2N)cc1,2,-2,1,-7,3,10,-1.2,-1,0
COc1cc([N+](=O)[O-])ccc1NC(=O)Nc1ccc2c(c1)OCCO2,4,16,15,-6,-7,2,4.3,-3,0

# Individual results from above:
# CC(C)Cn1c(N)c(/C=N/NC(=O)c2ccc(Cl)cc2)c(=O)n(C)c1=O in UPR XBP1 act = -1
# O=C(O)c1ccc2c(c1)N(Cc1ccccc1F)C(=O)c1ccccc1S2=O (stereo not drawn) in tim23-1 inh = -11
# CCN(CC)S(=O)(=O)c1cccc(C(=O)N/N=C/c2c(C)nn(-c3ccccc3)c2Cl)c1 in tim23-1 inh = -31
# C/C(=N\N(Cc1ccccc1)c1ccccc1)c1cccnc1 in UPR XBP1 act = -1
# Cc1ccc(CNC(=O)c2ccccc2N)cc1 in CXCR6 block = 1

# Four of the compounds above, with values under each structure.
# Each structure is followed by: TIM10 inh	APJ antagonist	CXCR6 block	Mdm2 MdmX PPI	tim10-1 inh	tim23-1 inh	UPR CHOP act	APJ agonist	UPR XBP1 act
O=C(O)/C=C/C(=O)Nc1ccc(-n2ccc(C(F)(F)F)n2)cc1
    31	22	-6	-10	9	14	-1.4	-4	-2
CCCCOC(=O)Cc1c(O)c2ccccc2[nH]c1=O
    -7	17	-6	13	-13	-9	0.0	-2	0
COc1cc([N+](=O)[O-])ccc1NC(=O)Nc1ccc2c(c1)OCCO2
    4	16	15	-6	-7	2	4.3	-3	0
O=C(O)c1ccc2c(c1)N(Cc1ccccc1F)C(=O)c1ccccc1S2=O (stereo not drawn)
    -2	15	-2	-9	-9	-11	1.6	2	-5

# Back to the main list, repeating the three entries before the break.
SMILES,TIM10 inh,APJ antagonist,CXCR6 block,Mdm2 MdmX PPI,tim10-1 inh,tim23-1 inh,UPR CHOP act,APJ agonist,UPR XBP1 act
O=C(O)c1ccc2c(c1)N(Cc1ccccc1F)C(=O)c1ccccc1S2=O (stereo not drawn),-2,15,-2,-9,-9,-11,1.6,2,-5
Cc1ccc(CNC(=O)c2ccccc2N)cc1,2,-2,1,-7,3,10,-1.2,-1,0
COc1cc([N+](=O)[O-])ccc1NC(=O)Nc1ccc2c(c1)OCCO2,4,16,15,-6,-7,2,4.3,-3,0
CC1CCN(CC(=O)Nc2cccc(Cl)c2)CC1,5,-2,2,-10,13,14,-1.1,-1,-2
CCn1nc(C)cc1C(=O)NC1CCCc2c1cnn2-c1cc(F)cc(F)c1 (stereo not drawn),6,15,5,-5,23,22,11,-3,-1
CC(C)(C)S(=O)(=O)/C(C#N)=N/Nc1ccc(S(N)(=O)=O)cc1,16,-4,-3,-11,6,14,-0.5,-1,3
COC(=O)c1cc(NC(=S)Nc2cc(Cl)cc(Cl)c2)cc(C(=O)OC)c1,50*,13,-8,12,49*,38,7.1,-6,-6
Cc1cccc2cc(CN(Cc3cccnc3)C(=O)c3ccncc3)c(=O)[nH]c12,-10,12,-2,1,9,-4,0.4,-4,0
Cc1cc(Cl)ccc1OCCCC(=O)OCC(=O)Nc1cccc(S(N)(=O)=O)c1,-6,0,-7,14,-2,-2,-1.4,-2,3
CSc1ccccc1NC(=O)c1ccoc1C,-26,-3,5,0,16,-1,1.4,1,-1
O=C(CCSc1ccccc1)Nc1nnc(-c2cccs2)o1,27,5,-1,-7,18,23,0.0,0,4
COC(=O)c1sc2nc[nH]c(=O)c2c1C,5,16,-16,6,-10,-2,0.1,-4,1
Cc1scc(C(=O)N2CCN(S(C)(=O)=O)CC2)c1-c1ccccc1,4,18,1,-26,1,12,-0.9,-4,0
Cc1cccc(C(=O)NCCN2CCCC2)c1,-5,14,-1,8,11,0,-1.7,-1,3
CN(CP(=O)(O)CCc1ccccc1)S(C)(=O)=O,7,-10,-5,-7,-2,-1,-1.2,-1,-3
CCOC(=O)c1c(NC(=O)c2cccc(N3C(=O)CCC3=O)c2)sc(C)c1C,1,-10,6,8,25,12,-2.8,1,5
N#Cc1ccccc1S(=O)c1ccccc1C(=O)Nc1ccccc1 (stereo not drawn),0,-5,-3,10,9,19,0.4,-3,-4
COC(=O)C1=CN(Cc2cccs2)C=C(C(=O)OC)C1c1cccc(OC)c1OC,4,11,5,20,0,11,5.9,-2,-5
COc1ccc(CNC(=O)c2ccc(CS(=O)Cc3ccc(Cl)cc3)o2)cc1 (stereo not drawn),9,-11,-4,13,5,4,-0.5,-3,-2
COc1ccc(C(CNC(=O)CCNS(=O)(=O)c2ccc(C)cc2)N2CCOCC2)cc1 (stereo not drawn),1,11,3,14,-22,-7,2.0,-1,-2
O=C(Nn1cnnc1)c1ccc([N+](=O)[O-])cc1,-11,-10,-13,0,-7,-1,0.1,1,0
COc1ccc2[nH]c(O)c(N=NC(=O)c3ccc(NS(=O)(=O)c4cccs4)cc3)c2c1,-4,10,14,-18,0,12,7.4,-4,1
CCNC(=S)N/N=C/c1ccc(C#N)cc1,-4,-6,0,-32,4,9,0.1,-1,1
Cc1nc2c([nH]c3ccccc32)c(=O)n1N,-4,0,2,16,12,-2,-1.6,-1,-3
O=C(Nc1cnn(Cc2ccc(Cl)cc2Cl)c1)c1cc(-c2cccs2)on1,8,13,-5,27,5,-6,-0.7,-2,2
O=C(N/N=C/c1cccs1)C(=O)N1CCCC1,-11,-6,0,7,-10,10,0.3,0,1
Cc1ccc(C(=O)NC(=S)N2CCN(c3cc(C)ccc3C)CC2)cc1,23,31,36,26,17,5,-0.8,-4,5

# Limited to CXCR6 block (2 entries from above):
structure	CXCR6 block
O=C(N/N=C/c1cccs1)C(=O)N1CCCC1	0
Cc1ccc(C(=O)NC(=S)N2CCN(c3cc(C)ccc3C)CC2)cc1	36

# High-throughput results deposited in PubChem by Sanford-Burnham Center for Chemical Genomics.
